Screening results from PubChem BioAssay.
APEX1 inh: blocks human APE1 abasic DNA cleavage; P27695; recombinant APE1, TAMRA/BHQ-2 abasic DNA cleavage fluorescence; Potency, µM (highest dose often 65.8 µM), inactives show top-dose activity change, negative = inhibition, actives largely listed as inhibitors; actives 0.35% (n = 350,000); AID 2517;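 also: potency is read from the fitted curve at half-maximal effect; plate controls were vehicle for no effect and reference inhibitor for full effect; nearly all actives have a fitted effect of over 55% in size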
Target sequence (P27695 whole entry, looked up): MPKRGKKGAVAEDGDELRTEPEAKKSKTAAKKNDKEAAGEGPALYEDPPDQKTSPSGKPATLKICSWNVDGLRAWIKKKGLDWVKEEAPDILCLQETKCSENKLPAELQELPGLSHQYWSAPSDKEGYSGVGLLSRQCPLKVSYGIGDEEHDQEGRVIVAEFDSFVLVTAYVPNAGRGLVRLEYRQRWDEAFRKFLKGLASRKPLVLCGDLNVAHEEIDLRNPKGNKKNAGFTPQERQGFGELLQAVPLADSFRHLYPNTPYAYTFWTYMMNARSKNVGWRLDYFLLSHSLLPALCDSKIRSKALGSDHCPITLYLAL
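Enzyme (0.75 nM final) and test compound are incubated 15 min at room temperature before adding 50 nM quenched THF abasic-site duplex. Cleavage dequenches TAMRA, followed at 525/598 nm over three reads one minute apart.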
POLH inh: DNA polymerase eta (human) inhibition; Q9Y253; recombinant Pol eta, fluorescent DNA replication assay; Potency, µM (titrated, usually from 114 µM), inactives show at the highest dose activity change, negative = inhibition, hits mostly inhibitors; actives 1.2% (n = 390,000); AID 588591; also: potency is read from the fitted curve at half-maximal effect; % is scaled to controls: 0 for no effect and ±100 for the full control effect
Target sequence (Q9Y253 whole entry, looked up): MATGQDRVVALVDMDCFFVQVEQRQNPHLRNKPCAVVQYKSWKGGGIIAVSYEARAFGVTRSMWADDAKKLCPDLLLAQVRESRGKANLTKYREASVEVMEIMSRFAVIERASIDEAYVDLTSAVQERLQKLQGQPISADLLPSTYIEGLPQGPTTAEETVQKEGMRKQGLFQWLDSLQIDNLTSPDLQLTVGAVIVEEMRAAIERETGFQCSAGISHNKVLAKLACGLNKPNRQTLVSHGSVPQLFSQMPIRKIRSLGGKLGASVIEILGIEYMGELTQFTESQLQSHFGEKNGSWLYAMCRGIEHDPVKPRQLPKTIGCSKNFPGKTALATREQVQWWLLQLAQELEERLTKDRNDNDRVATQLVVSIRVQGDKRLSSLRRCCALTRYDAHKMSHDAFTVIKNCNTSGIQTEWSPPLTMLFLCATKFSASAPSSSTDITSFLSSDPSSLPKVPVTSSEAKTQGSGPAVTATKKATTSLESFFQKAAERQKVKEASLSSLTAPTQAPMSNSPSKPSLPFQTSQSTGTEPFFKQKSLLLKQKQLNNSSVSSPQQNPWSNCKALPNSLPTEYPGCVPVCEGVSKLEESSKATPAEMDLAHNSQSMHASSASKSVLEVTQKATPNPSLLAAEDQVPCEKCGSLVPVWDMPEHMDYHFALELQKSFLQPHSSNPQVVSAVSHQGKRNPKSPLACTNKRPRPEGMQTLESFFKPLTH
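Pol eta at 10 nM preincubated with compounds 15 min at room temperature; reaction started with fluorescent substrate (50 nM final) and read kinetically at 0 and 10 min.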
Pol kappa inh: blocks human DNA polymerase kappa activity; actives 0.53% (n = 400,000); Q9UBT6; Potency, µM (titrated, usually from 107 µM), for the others: at the top dose activity, negative = inhibition, usual class: inhibitors; purified Pol kappa, fluorescent DNA synthesis assay, 10 min; also: potency is read from the fitted curve at half-maximal effect; % is scaled to controls: 0 for no effect and ±100 for the full control effect
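10 nM Pol kappa was preincubated with compounds for 15 min at room temperature. Reaction started with 50 nM (final) substrate. Fluorescence read kinetically at 0 and 10 min.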
Apoferritin bind: binds horse apoferritin like a general anesthetic | P02791 | actives 0.074% (n = 350,000) | apoferritin/1-aminoanthracene competitive binding, fluorescence | Potency, µM (series often up to 77.5 µM), for the others: top-dose activity change, negative = displacement, actives largely listed as inhibitors; also: potency is read from the fitted curve at half-maximal effect; % is scaled to controls: 0 for no effect and ±100 for the full control effect; nearly all actives have a fitted effect of over 20% in size
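10 uM apoferritin + 50% sat. 1-AMA, PBS; cpd 10 min RT; Ex380/Em535 endpoint; normalized to free probe vs complex; 4-param Hill fit; propofol titration as pos. ctrl.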
LDHA inh: blocks human lactate dehydrogenase A. P00338. purified LDHA, NADH/diaphorase-resazurin fluorescence; hits give low values. activity change, % (values are at about 110 or 230 µM). actives 0.15% (n = 480,000). AID 1347041; in the data active = activity change below about -30%; inconclusive = mostly about -25% to -30%;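 also: plate controls were DMSO wells for no effect and wells without enzyme for full effect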
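Remaining NADH was detected by diaphorase (0.133 mg/mL) converting 37 µM resazurin to fluorescent resorufin, read at 0 and 20 minutes. The preceding 5-minute room-temperature reaction used 2 nM LDHA, 0.2 mM sodium pyruvate and 0.06 mM NADH at pH 7.4.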
Pol beta inh: DNA polymerase beta (human) inhibition; P06746; Pol beta primer extension/strand displacement, fluorescence kinetic; actives 1.3% (n = 340,000); AID 485314; Potency, µM (top dose mostly 114 µM), for inactives: top-dose activity change, negative = inhibition, usual class: inhibitors; also: potency is read from the fitted curve at half-maximal effect; % is scaled to controls: 0 for no effect and ±100 for the full control effect
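Reaction started by 50 nM substrate onto compound-treated Pol beta (10 nM, 15 min preincubation, room temperature); plates read at 0 min and 10 min. Normalized concentration-effect data fitted by four-parameter Hill equation.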
RGS4 inh: human RGS4 inhibition; Transcreener GDP fluorescence polarization, RGS4-accelerated GTP hydrolysis; Potency, µM (series often up to 114 µM), without a hit: at the highest dose activity change, negative = inhibition, usual class: inhibitors; P49798; actives 0.039% (n = 390,000); also: potency is read from the fitted curve at half-maximal effect; % is scaled to controls: 0 for no effect and ±100 for the full control effect; nearly all actives have a fitted effect of over 75% in size; some results filed as inactive show a strong effect at the top dose
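MLSMR compounds (23 nl, pin-transferred) preincubated 10 min at room temperature with a 500nM (2x) first reagent, then RGS4 at 900nM (2x) plus Transcreener GDP mix added; fluorescence polarization (620/688 nm) read before and after 90 min at 30 °C.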
12-LOX inh: ALOX12 (human) lipoxygenase inhibition; purified 12hLO, xylenol orange hydroperoxide absorbance; AID 1671190; actives 1.1% (n = 580,000); Potency, µM (series often up to 108 µM), inactives show top-dose activity change, negative = inhibition, most hits filed as inhibitors; P18054; also: potency is read from the fitted curve at half-maximal effect; % is scaled to controls: 0 for no effect and ±100 for the full control effect
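Purified human 12hLO (150 nM final) in 25 mM Hepes, 0.01% Triton X-100, pH 7.0 was preincubated 15 min at room temperature with compound. Then 40 uM arachidonic acid was added, 30 min. Hydroperoxide was read by Fe-XO absorbance ratio 573/405 nm.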
ERG Ets-DNA blk: blocks human ERG Ets domain binding to DNA; fluorescence polarization, His-ERG Ets domain / labelled DNA; Potency, µM (highest dose often 76.9 µM), without a hit: at the highest dose FP activity, negative = inhibition, actives largely listed as inhibitors; actives 0.028% (n = 370,000); P11308; active = well fitted inhibition curve with a large enough effect in the polarisation, with a control signal flat; inconclusive = small, poorly fitted or top-dose-only effect, or effect the other way, or a change in a side signal; inactive = no such curve, though single readings can be large or run the other way; the % refers to the polarisation;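 also: polarization taken with two DNA probes labelled with fluorescein and Texas red; potency is read from the fitted curve at half-maximal effect; % of control where 0% means no effect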
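His-tagged ERG Ets domain (1 uM in the protein solution; 300mM KCl, 50mM Tris-HCl, 1mM EDTA, 1mM DTT, pH 7.5) received compound, then a probe mix of 5 nM fluorescein-DNA and 100nM Texas-615-DNA. Fluorescence polarization was read for both dyes.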
Numbers without * were called inactive; ? = inconclusive; nt = no result given; & = joins results of further samples; [ ] = dose if it differs, or a comment. Unless noted, calls follow the shape of the dose curve; as a rule, active = well fitted curve in the direction sought with a large enough effect; inconclusive = small, poorly fitted or top-dose-only effect, or another doubt; inactive = no such curve, though single readings can be large; an effect the other way counts as inactive or inconclusive. This is a subset; count on the stated rates, not on these rows.

SMILES	APEX1 inh	POLH inh	Pol kappa inh	Apoferritin bind	LDHA inh	Pol beta inh	RGS4 inh	12-LOX inh	ERG Ets-DNA blk
Cc1ccccc1Cn1cccc1/C=C1/C(=N)N2C=CSC2=NC1=O	5%	?	-6%	490%[activator]	-1	?	-31%	14%	15%
O=C(CCC(=O)N(CC(=O)NC1CCCCC1)Cc1ccc(F)cc1)Nc1nccs1	62%[activator]	-14%	3%	8%	1	0%	-9%	0%	-7%
CN(CCc1ccccn1)C(=O)c1ccc(OC2CCN(CCc3ccccc3)CC2)cc1	65%[activator]	4%	-8%	-13%	-4	-29%	3%	0%	10%
COc1ccc(S(=O)(=O)N(C)CC(=O)NCc2cccnc2)cc1OC	1%	1%	-12%	-4%	0	9%	5%	21%	nt
COc1cccc(NC(=S)N(CCC(C)C)C2CCN(C(C)=O)CC2)c1	23%	-5%	-13%	0%	-5	14%	-4%	28%	-2%
Cc1cc(C(F)(F)F)nn1CC(=O)N1CCCCC1C (centres undefined)	1%	-17%	-7%	-11%	-3	11%	-3%	-9%	6%
CC(=O)NN1C(=O)c2ccccc2NC1c1ccc([N+](=O)[O-])o1 (centres undefined)	0%	18%	-6%	-7%	-1	-17%	-2%	-3%	2%
O=[N+]([O-])c1ccc(-n2cccn2)c(-c2nn[nH]n2)c1	3%	1%	5%	-7%	-1	2%	-16%	-11%	7%
COc1ccc(CCNC(=O)CSc2ccc3nnc(CCNC(=O)c4ccccc4)n3n2)cc1OC	-5%	-6%	-1%	-10%	-7	-7%	13%	439%[activator]	15%
CCOC(=O)N/N=C/c1cccnc1	-4%	3%	-13%	2%	-2	47%	7%	-2%	-13%
CCOc1ccccc1N1CCN(C(=O)CC(C)C)CC1	3%	-14%	2%	-3%	-1	38%	8%	2%	-9%
CCOc1ccc(OCC)c(NC(=O)C2CCN(S(=O)(=O)c3cccc4nonc34)CC2)c1	1%	-13%	-10%	-5%	-1	?	2%	0%	7%
O=C(CSc1nnc(CNC(=O)c2ccco2)o1)Nc1ccc(Cl)cc1	-12%	-14%	6%	-8%	0	-13%	16%	5%	-17%
O=C(NCC1CCCO1)c1cc2c(=O)[nH]c3ccccc3c2s1 (centres undefined)	2%	-6%	0%	-5%	0	11%	0%	-9%	5%
O=S(=O)(Cc1ccc(Cl)cc1)NCc1cccnc1	-4%	-3%	13%	11%	-1	4%	-13%	0%	-5%
COc1ccccc1C(=O)O[C@H]1[C@H](Cc2ccccc2)NS(=O)(=O)[C@H]2C[C@@H]3C=C[C@]12O3	37%	-8%	10%&6%	nt	1	nt	-3%	-2%	7%
O=C(c1ccc(S(=O)(=O)N2CCC(c3nc4ccccc4s3)CC2)cc1)N1CCCCC1	nt	0%	-11%	nt	-4	nt	6%	-27%	-2%
O=C1CC(C2CCCO2)C(=O)N1c1ccc(Cl)c(Cl)c1 (centres undefined)	3%	-8%	-15%	-8%	-12	-28%	4%	1%	0%
Cc1cc(C(=O)N2CCN(c3ccccc3Cl)CC2)c(C)o1	-17%	-13%	-3%	nt	1	nt	-35%	?	1%
CCOc1ccccc1NC(=S)NCC1CCCO1 (centres undefined)	3%	-10%	-2%	-6%	-4	12%	-14%	-17%	12%

Profiles from above. Order of screens: APEX1 inh	POLH inh	Pol kappa inh	Apoferritin bind	LDHA inh	Pol beta inh	RGS4 inh	12-LOX inh	ERG Ets-DNA blk
Cc1ccccc1Cn1cccc1/C=C1/C(=N)N2C=CSC2=NC1=O is entered as 5%	?	-6%	490%[activator]	-1	?	-31%	14%	15%
CCOC(=O)N/N=C/c1cccnc1 is entered as -4%	3%	-13%	2%	-2	47%	7%	-2%	-13%
O=C(NCC1CCCO1)c1cc2c(=O)[nH]c3ccccc3c2s1 (centres undefined) is entered as 2%	-6%	0%	-5%	0	11%	0%	-9%	5%
O=C(CSc1nnc(CNC(=O)c2ccco2)o1)Nc1ccc(Cl)cc1 is entered as -12%	-14%	6%	-8%	0	-13%	16%	5%	-17%
O=S(=O)(Cc1ccc(Cl)cc1)NCc1cccnc1 is entered as -4%	-3%	13%	11%	-1	4%	-13%	0%	-5%

Later entries:
SMILES	APEX1 inh	POLH inh	Pol kappa inh	Apoferritin bind	LDHA inh	Pol beta inh	RGS4 inh	12-LOX inh	ERG Ets-DNA blk
COC(=O)c1cc2c(ccn2-c2ccc(F)cc2)n1Cc1ccc(C#N)cc1	1%	-14%	-5%	-10%	1	-4%	-7%	?	8%
COc1cc(C2NC(=O)NC(C)=C2[N+](=O)[O-])cc(OC)c1OC (centres undefined)	-3%	41%[activator]	-3%	-3%	-2	13%	10%[11.4 µM]	3%	1%
Cc1cc(C)c2nc(NNC(=O)c3cc(-c4cccs4)nc4ccccc34)sc2c1	-11%	1%	5%	-11%	-10	-8%	-8%	-12%	12%
CCOC(=O)c1ccc(NC(=O)CC2C(=O)N(c3ccccc3)C(=O)N2Cc2cccs2)cc1 (centres undefined)	nt	-27%	-19%	-12%	2	?	-7%	-20%	1%
CCOc1ccc(NS(=O)(=O)c2ccc(-c3ccc(=O)[nH]n3)o2)cc1	6%	6%	-7%	-7%	-8	20%	24%	10%	4%
CN(Cc1cnn(C)c1)Cc1nc(-c2ccc(Cl)cc2)no1	1%	-4%	-2%	-9%	0	0%	2%	-8%	0%
CC(C)(C)NC(=O)COc1ccc(S(=O)(=O)N2CCCC2)cc1	-1%	7%	-1%	0%	-10	1%	15%	57%[activator]	15%
Cc1ccccc1C(=O)NC(=S)Nc1cccc(NC(=O)C(C)C)c1	-1%	-4%	-5%	-19%	-14	-3%	-2%	-29%	-2%
COc1ccc(S(=O)(=O)N2CN3CCN(C3)C2)cc1	22%	-5%	16%	-3%	-1	8%	-13%	6%	9%
CCOC(=O)[C@H]1[C@H]2COc3cc(OC)ccc3[C@@H]2N2C(=O)c3cc(OC)ccc3NC(=O)[C@@]12C	16%	-26%	-2%	nt	0	nt	-8%	?	-12%
Cc1ccc(C(C)C)cc1OCC(=O)Nc1ccccc1N1CCCC1	25%	-9%	-13%	-6%	0	-14%	11%	0%	0%
CCOC(=O)c1sc(NC(=O)Nc2ccc(F)cc2)nc1C	6%	-8%	-1%	-5%	0&-10	0%	?	?	-5%
O=C(NCCc1ccc(Cl)cc1)c1ccc(CS(=O)(=O)c2ccc(Cl)cc2)o1	nt	-10%	-11%[60.1 µM]	-1%	-1	4%	3%	3%	7%
CCNc1c(NC(=O)C2CCC(C)CC2)c(=O)oc2ccccc12 (centres undefined)	10%	2%	-6%	-6%	-5	50%	7%	-10%	-4%
O=C(CN1CCCC1c1ccc2c(c1)OCCO2)NC(=O)Nc1ccccc1F (centres undefined)	-3%	-10%	-7%	nt	-7	nt	9%	-1%	-4%
CC1CCN(C(=O)Cn2c(=O)n(Cc3ccc4c(c3)OCO4)c(=O)c3ccccc32)CC1	-5%	-10%	-16%	0%	-4	-2%	29%	0%	-9%
Cc1cc(/C=C2\SC(=S)NC2=O)c(C)n1C1CC1	8%	?	?	?	-6	25µM*	-25%	?	2%
C=CCOc1ccnc(-c2ccccc2)n1	?	-17%	3%	0%	5	-5%	3%	1%	-1%
C=CCC1[C@H](C)[C@H]2[C@@H]3CC[C@@H](C3)[C@H]2CN1S(=O)(=O)c1ccc(C)cc1 (some centres undefined)	-15%	-12%	-10%	nt	2	nt	-5%	14%	-6%
O=C(NCCN1CCCCC1)/C(=C/c1ccco1)NC(=O)c1ccccc1	-13%	-17%	6%	9%	2	12%	8%	-20%	18%
COc1cccc(S(=O)(=O)Nc2ccc(C(=O)N3CCCCCC3)cc2)c1	5%	-10%	7%	?	-7	-24%	7%	?	6%
O=CN1N=C(c2ccccc2)CC1c1ccccc1[N+](=O)[O-] (centres undefined)	2%	-17%	-15%	-7%	3	26%	-6%	-19%	24%
O=S(=O)(NCCc1ccc2c(c1)OCCO2)c1cccs1	-7%	-8%	-12%	-10%	-8	?	-23%	4%	-1%
O=C(C1CC=CCC1)N1CCC(CO)(Cc2ccc(Cl)cc2)CC1 (centres undefined)	5%	-11%	3%	-9%	-3	-1%	24%	-5%	-1%
